Insulin prom up: insulin promoter activators in MIN6 cells, imaging, high-content screening, mouse beta cells | z-score at 5 µM | MIN6 insulin promoter-GFP reporter; hits give high values | actives 0.3% (n = 190,000) | AID 1625, 2009;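 active = z-score above 3 at 5 µM with at least 500 cells counted in the well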
human PMI inhibitors: human PMI inhibitors, high substrate, primary screen, biochemical, fluorescence intensity, high mannose 6-phosphate (AID 1220) | Mannose-6-phosphate isomerase (Homo sapiens) | recombinant PMI enzyme, coupled fluorescence intensity; higher % means a stronger effect | inhibition, % at 20 µM; hits with a dose series show IC50 in µM | actives 0.66% (n = 190,000)
Dynein transport: inhibitors of GR-EGFP nuclear translocation, primary screen, dynein cargo transport inhibitor project, imaging, high-content, 3617.4 mouse cells; test concentration mostly 20 µM; stimulated with dexamethasone, 1 µM; hits give low values; z-score, hits read low; actives 0.47% (n = 220,000); AID 1381, 2008;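 active = plate z-score of nuclear minus cytoplasmic receptor signal below a set negative limit, without overly bright fluorescence or cell loss, cut at about -3.5 in these data, passing the limit was not always enough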;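 also: z-score of nuclear minus cytoplasmic ring GR-EGFP intensity difference per well; some compounds called inactive have numbers as strong as hits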
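Also added: dexamethasone, 1.0 µM final. Medium: tet-free, stripped-serum medium. Detection: fixed, Hoechst-stained cells imaged at 10x for EGFP. Read-out: nuclear-to-cytoplasmic GR-EGFP distribution per well. Times: induction 48 h, compound 1 h, agonist 30 min.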
Yfh1-depleted yeast: enhancers of respiration in Yfh1-depleted yeast, dose response, Friedreich's ataxia, plus single-dose screen (AID 1465). one-dose fold induction at 50 µM; EC50 in µM for titrated hits. S. cerevisiae Yfh1-off respiration, WST-1 reduction, 72 h; higher fold induction means a stronger effect. actives 0.074% (n = 220,000);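 active = fold induction of absorbance versus untreated yeast above a set limit, then at least 30% activation at any dose in follow-up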;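 also: activators that raise dye reduction in frataxin-depleted yeast; strong numbers were not always called active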
WT yeast gro inh: growth inhibition of WT strain, primary screen, mitochondrial fusion inhibitor project, WT and mutant strains, chemical genetic; inhibition, % at 10 µM; actives 2.1% (n = 190,000); mitochondrial fusion phenotypic screen; in the data active = inhibition above about 58%; tested in S. cerevisiae
b-catenin transl: modulators of beta-catenin nuclear translocation, primary screen, imaging, HeLa cells, immunofluorescence, high-content | AID 1665, 2009 | actives 0.3% (n = 190,000) | nuclear translocation activity, % at 5 µM;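 active = nuclear translocation activity above 50% at 5 µM, with a well cell count of 50 or more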;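 also: per-cell ratio of nuclear to cytoplasmic median beta-catenin stain intensity; plate controls were DMSO negative control for no effect and GSK-3 inhibitor IX positive control for full effect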
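Signal – beta-catenin immunofluorescence imaging with DAPI · Test system – human HeLa cell line · Dosing – 5 µM primary single dose, 0.1% DMSO, 0.02–20 µM confirmation series · Measure – % activation, nuclear-to-cytoplasmic median beta-catenin signal ratio per cell · Incubation – 24 h compound exposure at 37°C, 5% CO2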
human PMI inhibition: inhibitors of human PMI, primary screen, biochemical, fluorescence intensity, coupled assay (AID 1209) | Mannose-6-phosphate isomerase (Homo sapiens) | purified PMI enzyme, coupled fluorescence intensity; higher % means a stronger effect | inhibition, % at 20 µM, or IC50 in µM where a hit was titrated | actives 0.42% (n = 190,000);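 also: plate controls were DMSO vehicle for no effect and wells lacking substrate for full effect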
MT stabilize HCS: microtubule stabilizers in HeLa cells, primary screen, imaging, high-content imaging. HeLa tubulin immunostaining HCS, 24 h; share of cells brighter than vehicle mean+2SD. % tubulin-high responders, % at 10 µM. actives 0.83% (n = 200,000);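 active = plate Z-score above 3 for both tubulin-high and condensed-nucleus cell shares, with cell loss under 80%, at 10 µM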;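 also: anti alpha tubulin signal scored within the nucleus-defined area of each cell; some results filed as inactive read as strong as hits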
Autophagy mod: autophagy modulators in MEF cells, primary screen, imaging, high-content, MEF GFP-LC3; AID 463193, 2010; actives 0.98% (n = 190,000); MEF GFP-LC3 puncta imaging; test concentration mostly 10 µM; calls only at 10 µM (by protocol);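 active = percentage of spot-positive cells more than 3 SD above its plate mean, without a fluorescence outlier flag or 80% toxicity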;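 also: spot-positive cell cutoff set from DMSO-treated cells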
WT yeast gro inh mutant strain: also measured in WT yeast gro inh; calls as there; inhibition, %; mitochondrial fusion phenotypic screen, mutant strain inhibition
Dynein transport cytoplasmic EGFP: further read-out of Dynein transport, marked with its call; z-score; measured here: cytoplasmic GR-EGFP intensity; hits give high values
Dynein transport nuclear GR-EGFP: second read-out of Dynein transport, no call of its own (marks repeat the call); z-score; measured here: nuclear GR-EGFP intensity;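 lower value marks the stronger effect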
Dynein transport cell count: recorded beside Dynein transport, whose call it bears; z-score; measured here: cell count per field
Insulin prom up cell count: further read-out of Insulin prom up, marked with its call; cell count; measured here: cytotoxicity, nuclei count;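 total cells summed across four imaged fields per well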
b-catenin transl cell count 5 µM: also measured in b-catenin transl; calls as there; cell count; measured here: cell count, cytotoxicity flag
MT stabilize HCS Hoechst-high %: recorded beside MT stabilize HCS, whose call it bears; % Hoechst-high responders; measured here: nuclear condensation Hoechst responders;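 share of cells brighter than vehicle mean plus two SD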
MT stabilize HCS cytotoxicity %: second read-out of MT stabilize HCS, no call of its own (marks repeat the call); toxicity, %; measured here: cytotoxicity by cell density;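 0% = mean cell density of plate MIN control wells and 100% = no cells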
Autophagy mod cell loss 18 h: also measured in Autophagy mod; calls as there; toxicity, %; measured here: cell loss, nuclei count;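 cell loss after 18 h compound exposure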
* hit, by the source's call. Rule as the data show it, unless noted: active = inhibition above about 50%; inactive = the rest.

What do the screens show for `Cc1[nH]n(-c2cccc(Cl)c2)c(=O)c1C=NCC(C)C`?
Insulin prom up: 1.1; human PMI inhibitors: 9%; Dynein transport: 0.73; Yfh1-depleted yeast: inactive; WT yeast gro inh: 8; b-catenin transl: 1.1; human PMI inhibition: 13%; MT stabilize HCS: 2.7; Autophagy mod: inactive; WT yeast gro inh mutant strain: 12; Dynein transport cytoplasmic EGFP: -0.25; Dynein transport nuclear GR-EGFP: 0.15; Dynein transport cell count: -0.54; Insulin prom up cell count: 1087; b-catenin transl cell count 5 µM: 1072; MT stabilize HCS Hoechst-high %: 1.0; MT stabilize HCS cytotoxicity %: 3.3; Autophagy mod cell loss 18 h: 33

Results for COc1ccc(C(=O)C(OC(=O)c2ccccc2Cl)c2ccccc2)cc1 (stereo unspecified) ?
Insulin prom up: -0.56; human PMI inhibitors: -3%; Dynein transport: -0.36; Yfh1-depleted yeast: inactive; WT yeast gro inh: -6; b-catenin transl: 0.7; human PMI inhibition: 6%; MT stabilize HCS: 1.7; Autophagy mod: inactive; WT yeast gro inh mutant strain: -6; Dynein transport cytoplasmic EGFP: -0.26; Dynein transport nuclear GR-EGFP: -0.2; Dynein transport cell count: 0.23; Insulin prom up cell count: 1541; b-catenin transl cell count 5 µM: 1116; MT stabilize HCS Hoechst-high %: 4.4; MT stabilize HCS cytotoxicity %: 6.7; Autophagy mod cell loss 18 h: -21

What do the screens show for `CC(C)C(c1nnnn1CCc1ccccc1)N1CCN(C(=O)c2ccco2)CC1` (stereo unspecified)?
human PMI inhibitors: -5%; Dynein transport: 3.7; Yfh1-depleted yeast: inactive; WT yeast gro inh: -3; human PMI inhibition: -11%; MT stabilize HCS: 2.7; Autophagy mod: inactive; WT yeast gro inh mutant strain: -3; Dynein transport cytoplasmic EGFP: -0.15; Dynein transport nuclear GR-EGFP: 2.5; Dynein transport cell count: -1.6; MT stabilize HCS Hoechst-high %: 1.2; MT stabilize HCS cytotoxicity %: 2.7; Autophagy mod cell loss 18 h: -1

Results for C(=C\c1ccccc1)/C=N/Nc1nncc(-c2ccccc2)n1 ?
Insulin prom up: 0.05; human PMI inhibitors: -7%; Dynein transport: 1.3; Yfh1-depleted yeast: inactive; WT yeast gro inh: -3; b-catenin transl: -1.3; human PMI inhibition: 4%; MT stabilize HCS: 5.6; Autophagy mod: inactive; WT yeast gro inh mutant strain: -3; Dynein transport cytoplasmic EGFP: -0.22; Dynein transport nuclear GR-EGFP: 1.4; Dynein transport cell count: -2; Insulin prom up cell count: 1493; b-catenin transl cell count 5 µM: 1081; MT stabilize HCS Hoechst-high %: 2.4; MT stabilize HCS cytotoxicity %: 3.7; Autophagy mod cell loss 18 h: 11

What do the screens show for `CC(C)CCN1NC2(CCCC(C)C2)NC1=S` (stereo unspecified)?
Insulin prom up: -0.89; Dynein transport: 0.047; Yfh1-depleted yeast: inactive; b-catenin transl: -0.6; Dynein transport cytoplasmic EGFP: -0.28; Dynein transport nuclear GR-EGFP: -0.39; Dynein transport cell count: 0.73; Insulin prom up cell count: 973; b-catenin transl cell count 5 µM: 1412

How did CCOC(=O)c1sc(=S)n(C)c1C do in these assays?
Insulin prom up: 0.34; human PMI inhibitors: -14%; Dynein transport: 0.27; Yfh1-depleted yeast: inactive; WT yeast gro inh: 8; b-catenin transl: 0.7; human PMI inhibition: -10%; MT stabilize HCS: 2.1; Autophagy mod: inactive; WT yeast gro inh mutant strain: 9; Dynein transport cytoplasmic EGFP: -0.27; Dynein transport nuclear GR-EGFP: -0.067; Dynein transport cell count: 0.65; Insulin prom up cell count: 681; b-catenin transl cell count 5 µM: 1073; MT stabilize HCS Hoechst-high %: 2.1; MT stabilize HCS cytotoxicity %: 2.9; Autophagy mod cell loss 18 h: -37

Results for CC1CCCC(C(=O)OCc2ccccc2)N1 (stereo unspecified) ?
human PMI inhibitors: -4%; Dynein transport: -0.012; Yfh1-depleted yeast: inactive; WT yeast gro inh: -20; b-catenin transl: -3.0; human PMI inhibition: -8%; MT stabilize HCS: 3.5; Autophagy mod: inactive; WT yeast gro inh mutant strain: 14; Dynein transport cytoplasmic EGFP: -0.29; Dynein transport nuclear GR-EGFP: 0.29; Dynein transport cell count: 0.77; b-catenin transl cell count 5 µM: 805; MT stabilize HCS Hoechst-high %: 0.8; MT stabilize HCS cytotoxicity %: 3.4; Autophagy mod cell loss 18 h: 0

What do the screens show for `CC(=O)Nc1ccc(NC(=O)CN(c2ccc([N+](=O)[O-])cc2)S(=O)(=O)c2ccccc2)cc1`?
Insulin prom up: 0.27; human PMI inhibitors: 5%; Dynein transport: 0.14; Yfh1-depleted yeast: inactive; WT yeast gro inh: -2; b-catenin transl: -3.1; human PMI inhibition: 6%; MT stabilize HCS: 5.5; Autophagy mod: inactive; WT yeast gro inh mutant strain: -4; Dynein transport cytoplasmic EGFP: 0.051; Dynein transport nuclear GR-EGFP: 0.06; Dynein transport cell count: -0.05; Insulin prom up cell count: 1389; b-catenin transl cell count 5 µM: 964; MT stabilize HCS Hoechst-high %: 3.3; MT stabilize HCS cytotoxicity %: 0.4; Autophagy mod cell loss 18 h: 18

What do the screens show for `O=C1CS/C(=N/N=C2C3CC4CC(C3)CC2C4)N1`?
Insulin prom up: -0.17; human PMI inhibitors: -2%; Dynein transport: -0.08; Yfh1-depleted yeast: inactive; WT yeast gro inh: 5; b-catenin transl: -1.8; human PMI inhibition: 6%; MT stabilize HCS: 3.6; Autophagy mod: inactive; WT yeast gro inh mutant strain: 4; Dynein transport cytoplasmic EGFP: -0.2; Dynein transport nuclear GR-EGFP: 0.16; Dynein transport cell count: -0.33; Insulin prom up cell count: 1423; b-catenin transl cell count 5 µM: 1168; MT stabilize HCS Hoechst-high %: 3.1; MT stabilize HCS cytotoxicity %: 6.3; Autophagy mod cell loss 18 h: 12

What do the screens show for `COc1ccc(C(=O)NCC(=O)NCC(=O)OCC(=O)c2cccs2)cc1`?
Insulin prom up: 0.34; human PMI inhibitors: 14%; Dynein transport: -0.36; Yfh1-depleted yeast: inactive; WT yeast gro inh: -14; human PMI inhibition: 6%; MT stabilize HCS: 2.2; Autophagy mod: inactive; WT yeast gro inh mutant strain: 16; Dynein transport cytoplasmic EGFP: -0.32; Dynein transport nuclear GR-EGFP: -0.25; Dynein transport cell count: 0.18; Insulin prom up cell count: 1262; MT stabilize HCS Hoechst-high %: 3.6; MT stabilize HCS cytotoxicity %: 1.6; Autophagy mod cell loss 18 h: 3

How did COc1ccccc1S(=O)(=O)CC(O)COc1ccc(F)cc1Cl (stereo unspecified) do in these assays?
Insulin prom up: -0.02; human PMI inhibitors: 11%; Dynein transport: -0.84; Yfh1-depleted yeast: inactive; WT yeast gro inh: 1; b-catenin transl: 0.1; human PMI inhibition: 13%; MT stabilize HCS: 2.3; Autophagy mod: inactive; WT yeast gro inh mutant strain: -1; Dynein transport cytoplasmic EGFP: -0.3; Dynein transport nuclear GR-EGFP: -0.32; Dynein transport cell count: 0.78; Insulin prom up cell count: 1442; b-catenin transl cell count 5 µM: 1407; MT stabilize HCS Hoechst-high %: 3.0; MT stabilize HCS cytotoxicity %: 6.0; Autophagy mod cell loss 18 h: 16

How did COc1ccc(OC)c(/C=N/NC(=O)CC2C(=O)NN=C2C)c1 (stereo unspecified) do in these assays?
Insulin prom up: 0.65; human PMI inhibitors: 13%; Dynein transport: 1.7; Yfh1-depleted yeast: inactive; WT yeast gro inh: 9; b-catenin transl: -2.5; human PMI inhibition: -2%; MT stabilize HCS: 2.2; Autophagy mod: inactive; WT yeast gro inh mutant strain: -4; Dynein transport cytoplasmic EGFP: -0.22; Dynein transport nuclear GR-EGFP: 1.1; Dynein transport cell count: -0.15; Insulin prom up cell count: 1571; b-catenin transl cell count 5 µM: 857; MT stabilize HCS Hoechst-high %: 1.4; MT stabilize HCS cytotoxicity %: 8.3; Autophagy mod cell loss 18 h: -36

Results for CCC(C)[C@@H](N)C(=O)N/N=C/c1ccc2ncccc2c1 (stereo partly specified) ?
human PMI inhibitors: -15%; Dynein transport: 1.3; Yfh1-depleted yeast: inactive; WT yeast gro inh: -6; b-catenin transl: 0.2; human PMI inhibition: -11%; MT stabilize HCS: 5.4; Autophagy mod: inactive; WT yeast gro inh mutant strain: -4; Dynein transport cytoplasmic EGFP: -0.19; Dynein transport nuclear GR-EGFP: 1.4; Dynein transport cell count: -1.7; b-catenin transl cell count 5 µM: 881; MT stabilize HCS Hoechst-high %: 2.4; MT stabilize HCS cytotoxicity %: 5.8; Autophagy mod cell loss 18 h: -17

Screening results as filed in PubChem.
